TDP-43 yeast inh – TDP-43 toxicity inhibition in yeast; TDP-43 expressing yeast growth rescue, BacTiter-Glo, 24 h; Potency, µM (series often up to 46.1 µM), inactives show at the highest dose growth rescue (activation), most hits filed as activators; 1.8% of 410,000 active; AID 652104; note: potency is the fitted concentration of half-maximal effect; % of control where 0% means no effect; nearly all actives have a fitted effect of over 50% in size
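In this qHTS, compounds that restore growth of yeast expressing TDP-43 appear as activators. Cells (OD600=0.02, galactose medium, raffinose-pregrown) are incubated with compound 24 hr at 30 deg C and growth is quantified by BacTiter-Glo.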
aSyn yeast inh – alpha-synuclein toxicity inhibition in yeast | 0.14% of 370,000 active | Yeast expressing alpha-synuclein, growth rescue, BacTiter-Glo, 24 h | Potency, µM (doses to about 46.1 µM), inactives show at the top dose growth rescue (activation), actives largely listed as activators; note: potency is the fitted concentration of half-maximal effect; % of control where 0% means no effect; nearly all actives have a fitted effect of over 65% in size
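Rescue of yeast growth: cells expressing toxic alpha-synuclein, induced in galactose at OD600 0.02, incubated with compound 24 h at 30 C. ATP luminescence quantified growth; inhibitors of toxicity appear as activators.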
D3 antag – D3 dopamine receptor (human) antagonism | P35462 | 2.5% of 360,000 active | max response, negative = inhibition, % | D3R cells, DiscoveRx beta-arrestin luminescence, antagonist mode; hits give low values; in the data active = max response below about -50%; inconclusive = no clear call, values can overlap the other calls; note: % is set by controls: 0 for no effect and ±100 for the full control effect; mostly tested at two doses, the higher about 12 µM
Target sequence (P35462 whole entry, looked up): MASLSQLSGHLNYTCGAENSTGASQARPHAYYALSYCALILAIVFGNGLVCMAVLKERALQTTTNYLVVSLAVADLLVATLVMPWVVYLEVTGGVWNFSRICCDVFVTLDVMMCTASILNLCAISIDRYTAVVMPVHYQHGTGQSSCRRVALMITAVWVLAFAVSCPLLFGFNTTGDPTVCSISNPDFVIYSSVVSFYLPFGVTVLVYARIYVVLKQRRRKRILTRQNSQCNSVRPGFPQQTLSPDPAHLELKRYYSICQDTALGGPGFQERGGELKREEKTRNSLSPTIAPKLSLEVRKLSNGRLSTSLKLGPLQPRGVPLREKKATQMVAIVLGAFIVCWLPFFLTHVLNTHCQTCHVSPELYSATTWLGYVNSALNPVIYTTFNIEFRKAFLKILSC
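Cells expressing the human receptor were seeded at 1500 cells/well, incubated overnight at 37 degrees C in 5% CO2, then exposed to library compounds with dopamine controls for 90 minutes at 37 degrees C before luminescent detection.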
GLP1R ag – activates the human GLP-1 receptor; P43220; HEK293 GLP-1R CRE-luciferase, luminescence, 4-6 h; cells express a hypersensitive GLP-1R form; Potency, µM (highest dose often 45.6 µM), for the others: at the top dose activation, hits mostly activators; 0.007% of 380,000 active; note: potency is the fitted concentration of half-maximal effect; % of control where 0% means no effect
KB-V1 MDR tox – kills drug-selected multidrug resistant KB-V1 cells. KB-V1 MDR cells viability, CellTiter-Glo, 72 h. 3.4% of 400,000 active. Potency, µM (series often up to 46.1 µM), without a hit: at the highest dose activity change, negative = cytotoxicity, most hits filed as cytotoxic; note: potency is the fitted concentration of half-maximal effect; % is set by controls: 0 for no effect and ±100 for the full control effect; nearly all actives have a fitted effect of over 60% in size
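qHTS viability screen in drug-selected KB-V1 MDR cells: 72 h compound treatment at 37 degrees C, ATP luminescence end point.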
GLP-1R inv ag – GLP-1 receptor (human) inverse agonism. P43220. HEK293 GLP-1R CRE-luciferase, luminescence, 24 h; GLP-1R form is constitutively active. Potency, µM (top dose mostly 38.3 µM), for the others: top-dose activity change, negative = inhibition, actives largely listed as inhibitors. 1.6% of 410,000 active; note: potency is the fitted concentration of half-maximal effect; % is set by controls: 0 for no effect and ±100 for the full control effect; nearly all actives have a fitted effect of over 55% in size
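Readout was luciferase luminescence, measured 12 min after detection reagent at room temperature. Beforehand, GLP-1R reporter HEK293 cells had sat 12 h, then received compounds for 24 hr at 37 deg C.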
PTHR1 agonist – activates the human parathyroid hormone receptor PTHR1. 0.075% of 410,000 active. Potency, µM (doses to about 115 µM), inactives show top-dose activation, hits mostly activators. HEK293 GP2 PTHR1 cells, GloSensor cAMP luminescence, 1 h. Q03431; note: potency is the fitted concentration of half-maximal effect; nearly all actives have a fitted effect of over 55% in size; some results filed as inactive show a strong effect at the top dose; inactives centre near -15; many of its hits are not listed in these tables
Target sequence (Q03431 whole entry, looked up): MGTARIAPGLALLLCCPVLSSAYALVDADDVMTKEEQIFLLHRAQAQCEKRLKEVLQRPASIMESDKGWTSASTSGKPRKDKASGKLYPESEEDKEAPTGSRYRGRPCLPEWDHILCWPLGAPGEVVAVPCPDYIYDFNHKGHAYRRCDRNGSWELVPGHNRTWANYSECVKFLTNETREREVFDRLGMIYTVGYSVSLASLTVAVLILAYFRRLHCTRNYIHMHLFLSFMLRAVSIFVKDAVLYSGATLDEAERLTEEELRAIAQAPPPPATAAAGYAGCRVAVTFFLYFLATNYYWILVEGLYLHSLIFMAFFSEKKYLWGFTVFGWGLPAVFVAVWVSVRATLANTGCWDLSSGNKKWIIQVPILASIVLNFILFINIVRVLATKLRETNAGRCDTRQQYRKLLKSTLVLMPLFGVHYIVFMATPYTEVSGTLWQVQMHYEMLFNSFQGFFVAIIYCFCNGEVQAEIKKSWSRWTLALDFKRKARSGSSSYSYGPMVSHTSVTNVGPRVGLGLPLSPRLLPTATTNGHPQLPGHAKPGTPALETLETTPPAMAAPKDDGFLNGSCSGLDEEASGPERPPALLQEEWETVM
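HEK-293-derived GP2 cells expressing PTHR1 and a GloSensor cAMP reporter, 3,000/well, plated overnight, given luciferin plus IBMX (each 0.5 mM as added) for 1 h at 37 °C, then compound for 1 h at 37 °C. Luminescence was read after 15 min at room temperature.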
DRD3 agonist – activates the human D3 dopamine receptor | P35462 | D3R DiscoveRx beta-arrestin cells, luminescence, 90 min | max activation, % | 0.58% of 410,000 active; in the data active = max activation above about 30%; note: 0% is about no effect; mostly tested at two doses, the higher about 12 µM
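Cells at 1500/well, incubated overnight, then treated with pinned compounds (dopamine as control) for 90 min at 37 degrees C. DiscoveRx reagent added for 30 - 60 minutes at room temperature; luminescence read.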
HEK293 tox – cytotoxicity counter-screen for GLP-1 receptor inverse agonists | HEK293 cAMP-luciferase reporter cells, luminescence, 24 h | Potency, µM (titrated, usually from 38.3 µM), inactives show top-dose activity change, negative = inhibition, usual class: inhibitors | 0.13% of 410,000 active;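 note: loss of luciferase light is scored as toxicity; potency is the fitted concentration of half-maximal effect; % is set by controls: 0 for no effect and ±100 for the full control effect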
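A 23 nL compound transfer followed 12 hours of cell culture at 37 deg C; exposure then lasted 24 hr. Luciferase assay detection reagent was dispensed and plates read for luminescence after a 12 min room-temperature wait.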
Starred values were filed as active, the others as inactive; i = inactive; ? = inconclusive; . = not tested or not shown; & = joins results of further samples; [ ] = remark or other dose. Unless noted, calls come from the whole dose curve; as a rule, active = well fitted curve in the direction sought with a large enough effect; inconclusive = small, poorly fitted or top-dose-only effect, or another doubt; inactive = no such curve, though single readings can be large; an effect the other way counts as inactive or inconclusive.

1: O=S1(=O)CCC(N=Cc2cc(Br)ccc2O)C1 (stereo not drawn)
2: COc1ccc(N2C(=O)C3CCCN3C2c2cc(OC)c(OC)c(OC)c2)cc1 (stereo not drawn)
3: COc1ccc(N2CCN(C(=O)C(=O)c3cn(CC(=O)N4CCOCC4)c4ccccc34)CC2)cc1
4: Cc1ccc2nc(-c3ccsc3)c(Nc3ccc(C(C)C)cc3)n2c1
5: COCCn1c(Cc2ccccc2)nnc1SC(C)C(=O)NC1CC1 (stereo not drawn)
6: Cc1c(C)n(Cc2ccccc2)c2ccc(C(=O)NC(C)c3ccccc3)cc12 (stereo not drawn)
Screen / compound no.	1	2	3	4	5	6
TDP-43 yeast inh	2%	-5%	15%	0%	4%	2%
aSyn yeast inh	-6%	8%	2%	.	2%[1.84 µM]	.
D3 antag	?	-22	0	.	6	.
GLP1R ag	-2%	-5%	10%	.	4%	.
KB-V1 MDR tox	19%	1%	-2%	?	?	-5%
GLP-1R inv ag	-12%	2%	1%	14%	14%	?
PTHR1 agonist	-21%	17%	i	i	i	i
DRD3 agonist	0	-6	5	3	13	-9
HEK293 tox	17%	3%	-2%	0%	-9%	0%

7: Cc1[nH]n(-c2ccccc2)c(=O)c1C1(C(F)(F)F)C(=O)N(c2ccccc2)C2=C1C(=O)CC(C)(C)C2 (stereo not drawn)
8: O=C(CCSCCC(=O)NN=Cc1ccccc1)NN=Cc1ccccc1
9: O=C(CCCOc1ccccc1)N1CCN(C(=O)c2ccco2)CC1
10: Cc1ccc2ncnc(NCCCCCC(=O)O)c2c1
11: CC(=O)Nc1ccc(S(=O)(=O)Nc2ccccc2C(=O)N2CCCCCC2)cc1
12: CC(C)N(C(=O)[C@H]1CC(CC(=O)NCCc2ccccn2)C(=O)N2CCc3c([nH]c4ccccc34)[C@]12C)C(C)C (stereo partly drawn)
Screen / compound no.	7	8	9	10	11	12
TDP-43 yeast inh	-3%	-27%	15%	15%	5%	0%
aSyn yeast inh	6%	-9%	1%	3%	1%	-3%
D3 antag	-17	7	8	9	3	?
GLP1R ag	-6%	0%	-7%	3%	12%	-1%
KB-V1 MDR tox	-1%	-8%	?	6%	-4%	-1%
GLP-1R inv ag	9%	11%	5%	-5%	0%	5%
PTHR1 agonist	i	i	i	21%	-1%	-24%
DRD3 agonist	4	5	-1	3	4	0
HEK293 tox	-4%	-5%	8%	-17%	5%	9%

13: Cc1ccccc1C(=O)Nc1ccc(N2CCN(C(=O)c3ccco3)CC2)cc1
14: COc1ccc(OC)c(-c2cc(C(=O)Nc3c(C)nn(Cc4ccccc4)c3C)no2)c1
15: COc1ccc(OC2CCN(S(=O)(=O)c3ccc(C(C)=O)cc3)CC2)cc1
16: Cc1ccc(NC(=O)CN2CCOCC2)cc1Cl
17: O=C(CCc1nc2ccccc2c(=O)[nH]1)N1CCN(c2ccccc2Cl)CC1
18: Cc1ccc(N2CC(C(=O)N3CCc4ccccc43)CC2=O)cc1 (stereo not drawn)
Screen / compound no.	13	14	15	16	17	18
TDP-43 yeast inh	6%	-10%	11%	-6%	0%	-1%
aSyn yeast inh	-2%	-1%	?	-2%	4%	2%
D3 antag	-8	23	4	-18	23	?
GLP1R ag	8%	23%	0%	10%	-7%	-5%
KB-V1 MDR tox	?	9%	-6%	?	0%	-11%
GLP-1R inv ag	-23%	0%	?	2%	?	0%
PTHR1 agonist	-18%	-4%	-31%[inhibitor]	i	-36%[inhibitor]	i
DRD3 agonist	-6	35*	-8	3	1	-23
HEK293 tox	-9%	-5%	-6%	0%	1%	-3%

19: NS(=O)(=O)Cc1noc2ccccc12
20: O=C(NCCCN1CCCC1)Nc1cccc2ccccc12
21: Cc1ccnc2nc(C(=O)OCC(=O)NC(=O)NCc3ccco3)nn12
22: COc1cccc(/C=C/C(=O)N2CCN(c3n[nH]c(=O)[nH]c3=O)CC2)c1OC
23: CCS(=O)(=O)c1nc(S(=O)(=O)c2ccc(Cl)cc2)c(NCCCN2CCCC2=O)s1
24: Nn1c(SCC(=O)Nc2nccs2)nnc1-c1cccnc1
Screen / compound no.	19	20	21	22	23	24
TDP-43 yeast inh	8%&-1%	-11%	9%	6%	-5%	-18%
aSyn yeast inh	0%&-6%	-7%	-1%	1%	-6%	-16%
D3 antag	?	57	21	5	-1	-15
GLP1R ag	-1%&-3%&2%	-7%	-5%	10%	7%	0%
KB-V1 MDR tox	1%&3%	-4%	9%	?	15%	0%
GLP-1R inv ag	6%&2%	-2%	20%	8%	4%	4%
PTHR1 agonist	-24%	i	-18%	i	i	?
DRD3 agonist	19&7&-8	-5	1	-1	1	-4
HEK293 tox	2%&7%	2%	2%	-9%	3%	2%

25: CCN(CC)C(=O)CSc1nc2c(c(=O)n(C)c(=O)n2C)n1Cc1ccccc1
26: Cc1cccc(-n2ncc3c(NC4CCCC4)ncnc32)c1
27: O=C(O)c1ccc(Cl)c(NC(=O)C2CCN(S(=O)(=O)c3ccc4c(c3)OCCO4)CC2)c1
28: CCc1cccc(CC)c1NC(=O)c1ccccc1
29: Cc1ccc2c(c1)cc1c(=O)n(CC(=O)NC3CCCCC3)nc(C)n12
30: Cc1ncc(C[n+]2csc(C)c2C)c(N)n1
Screen / compound no.	25	26	27	28	29	30
TDP-43 yeast inh	15%	?	3%	-5%[0.397 µM]	9%	0%
aSyn yeast inh	.	.	5%	3%	.	-12%
D3 antag	.	.	7	6	.	-1
GLP1R ag	.	.	0%	12%	.	0%
KB-V1 MDR tox	0%	-3%	?	5%	.	11%
GLP-1R inv ag	0%	?	21%	0%	-1%	25%
PTHR1 agonist	-6%	-31%[inhibitor]	-21%	i	i	i
DRD3 agonist	2	-15	-1	5	2	5
HEK293 tox	7%	-23%	-3%	-9%	3%	-7%

31: CCCCOc1ccc(N=Nc2ccc(N)nc2N)cn1
32: CCNS(=O)(=O)c1ccc(C(=O)OCC(=O)N2CCCc3ccccc32)cc1
33: O=C(N/N=C/c1cn(-c2ccccc2)nc1-c1ccc(F)cc1)c1ccc(Br)o1
34: Cc1ccc(-c2nn(C)c(=O)c3ccccc23)cc1S(=O)(=O)NCCN1CCOCC1
35: Cc1cc(NCc2ccccc2Cl)n2cnnc2n1
36: COc1ccc(NC(=O)CCCn2cnc3ccccc3c2=O)c(OC)c1
Screen / compound no.	31	32	33	34	35	36
TDP-43 yeast inh	0%	9%	-3%	-8%	2%	8%
aSyn yeast inh	-4%	3%	-24%	-1%	.	-18%
D3 antag	0	4	19	-53*	.	-10
GLP1R ag	19%	-4%	-7%	?	.	-4%
KB-V1 MDR tox	-6%	?	5%	-21%	.	?
GLP-1R inv ag	2%	12%	0%	102%[activator]	-28%	6%
PTHR1 agonist	i	-62%[inhibitor]	-17%[57.5 µM]	-7%[57.5 µM]	-30%	-24%
DRD3 agonist	-11	-10	6	-5	3	-5
HEK293 tox	4%	-5%	-13%	12%	-13%	-3%

37: CSc1ncc(F)c(N(CCO)CCO)n1
38: CCOc1cc(N2CCOCC2)c(OCC)cc1NC(=O)COC(=O)CCOc1ccc(C(C)(C)C)cc1
39: CC(=O)c1c(O)cc2n(c1=O)-c1ccc(Cl)cc1C2(C)C
40: Oc1c(C=Nc2cccc3nsnc23)ccc2ccccc12
41: CCCNC(=O)C(Cc1ccccc1F)NC(=O)c1ccc(C#N)cc1 (stereo not drawn)
42: COc1cc(S(=O)(=O)NCc2ccc(F)cc2)ccc1-n1cnnn1
Screen / compound no.	37	38	39	40	41	42
TDP-43 yeast inh	0%	22µM*	-16%	-2%	-15%	-17%
aSyn yeast inh	7%	22%	1%	5%	-5%	-3%
D3 antag	9	13	22	5	2	-11
GLP1R ag	-5%	3%	0%	-8%	-5%	10%
KB-V1 MDR tox	-12%	12%	-49%	4%	9%	?
GLP-1R inv ag	5%	-6%	?	-22%	14%	-11%
PTHR1 agonist	i	i	-16%	-28%	23%	i
DRD3 agonist	1	4	8	-5	7	-4
HEK293 tox	-2%	-12%	-22%	103%[activator]	0%	-7%

43: CCCC(O)c1nc2ccccc2n1Cc1ccccc1OC (stereo not drawn)
44: CN1OC[C@@H]2CN(C(=O)C(C)(C)C)[C@H](c3ccc(-c4cccnc4)cc3)C[C@@H]21
45: CN(CC(=O)Nc1cccc(F)c1)CC(=O)Nc1cccc(S(=O)(=O)N2CCCCC2)c1
46: O=C(Cn1c(C(F)(F)F)nc2ccccc21)Nc1ccccc1C(=O)O
47: CC1CCCN(C(=O)COC(=O)CNC(=O)c2ccc(Br)cc2)C1 (stereo not drawn)
Screen / compound no.	43	44	45	46	47
TDP-43 yeast inh	1%	24%	22%	10%[9.22 µM]	12%
aSyn yeast inh	.	-2%	-7%	0%	8%
D3 antag	.	-24	21	4	-25
GLP1R ag	.	10%	-1%	-3%	-8%
KB-V1 MDR tox	-19%	-10%	-29%	?	2%
GLP-1R inv ag	?	1%	7.9µM*	1%[7.66 µM]	5%
PTHR1 agonist	-14%	-7%	-33%[inhibitor]	i	-7%
DRD3 agonist	-11	-10	-1	2	4
HEK293 tox	1%	3%	-24%	-5%[7.66 µM]	5%

Bioassay records deposited in PubChem by National Center for Advancing Translational Sciences (NCATS).

Only part of the results is shown, so the mix of outcomes need not match the whole.
